Assay outcomes (PubChem)
PG9 Ab binder – small molecules binding HIV-1 gp120 antibody PG9. TR-FRET gp120-PG9 antibody binding. inhibition, % at 6.7 µM. actives 0.43% (n = 360,000); in the data active = inhibition above about 8.5%
mABHD4 FP – inhibits mouse alpha/beta hydrolase domain 4 | Q8VD66 | purified mABHD4, FP-Rh probe fluorescence polarization | inhibition, % at 8.92 µM | actives 0.54% (n = 370,000) | AID 720543;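 active = inhibition exceeding the mean over every tested compound plus 3 SD, cut at about 30% in these data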;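 also: 0% = plate median of compound wells and 100% = S159A mutant with DMSO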
Target sequence (Q8VD66 whole entry, looked up, the tested form may be a part): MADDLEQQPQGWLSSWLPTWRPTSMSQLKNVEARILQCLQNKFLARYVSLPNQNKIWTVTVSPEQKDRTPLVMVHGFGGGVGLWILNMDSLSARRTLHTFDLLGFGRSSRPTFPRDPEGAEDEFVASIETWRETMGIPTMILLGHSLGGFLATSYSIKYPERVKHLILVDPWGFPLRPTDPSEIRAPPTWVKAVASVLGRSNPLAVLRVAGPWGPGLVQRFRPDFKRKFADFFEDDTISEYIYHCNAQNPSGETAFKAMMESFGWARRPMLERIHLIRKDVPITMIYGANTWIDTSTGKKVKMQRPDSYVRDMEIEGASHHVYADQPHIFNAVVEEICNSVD
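Material: mouse ABHD4 enzyme, wild type; Benchmarks: S159A mutant high control, sample median low control; Buffer or medium: HEPES pH 7.0, NaCl, Pluronic buffer; Signal: fluorescence polarization; Read-out: percent inhibition of probe binding, normalized to plate controls; Timing: pre-incubation 45 min, probe exposure 60 min, at 25 °C; Dosing: 8.92 µM, single dose.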
TCR-CD3 inh – human TCR-CD3 binding inhibition; actives 0.37% (n = 360,000); AID 651800; inhibition, % at 9.4 µM; TAMRA-labeled TCR probe fluorescence, biochemical; in the data active = inhibition above about 19%;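 also: recombinant mutant TCR 2C K166C tagged with TAMRA read by polarization; 0% = receptor in buffer alone and 100% = receptor with positive control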
DDE Tn7 FP inh – inhibitors of Tn7 peptide binding to human fibrin DD(E). P02675. FP displacement of FITC-Tn7 peptide from fibrin DD(E); 0% = median of compound wells per plate. inhibition, % at 8.3 µM. actives 0.13% (n = 370,000). AID 720508;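 active = inhibition above the mean of compounds falling within the control limits plus 3 SD of them, cut at about 14% in these data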;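 also: 0% = plate median of compound wells and 100% = 10 µM Aha-Tn7 peptide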
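System: human fibrin DD(E); quantity: Fibrin-DD(E) at 2 µM final; also added: fluorescent Tn7 probe at 0.1 µM; compound dosing: single nominal test concentration of 8.3 µM per compound; schedule: 10 min preincubation, 3 h with tracer, room temperature; detection: fluorescence polarization of the labelled Tn7 tracer; repeats: one replicate per compound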
HTRA1 inhibitor – inhibitors of human serine peptidase HTRA1; Q92743; recombinant HTRA1, FP-rhodamine activity-based probe, fluorescence polarization; inhibition, % at 5.96 µM; actives 0.5% (n = 340,000); AID 504803; in the data active = inhibition above about 36%;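 also: 0% = enzyme with DMSO and 100% = wells lacking enzyme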
Target sequence (Q92743 whole entry, looked up): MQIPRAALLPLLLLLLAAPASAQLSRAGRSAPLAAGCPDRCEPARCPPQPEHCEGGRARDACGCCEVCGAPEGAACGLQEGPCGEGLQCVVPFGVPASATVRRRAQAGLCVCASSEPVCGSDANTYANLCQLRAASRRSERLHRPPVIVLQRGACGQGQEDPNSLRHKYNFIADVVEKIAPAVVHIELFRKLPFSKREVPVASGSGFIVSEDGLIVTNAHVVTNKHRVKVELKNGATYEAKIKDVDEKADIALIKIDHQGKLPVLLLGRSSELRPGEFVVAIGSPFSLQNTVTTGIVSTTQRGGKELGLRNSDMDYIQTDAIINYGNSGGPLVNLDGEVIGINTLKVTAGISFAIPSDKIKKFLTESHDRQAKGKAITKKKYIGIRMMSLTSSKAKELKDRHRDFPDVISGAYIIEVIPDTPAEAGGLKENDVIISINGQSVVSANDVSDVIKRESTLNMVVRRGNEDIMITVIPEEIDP
UHRF1 binding – human UHRF1 methylated DNA binding inhibitors; Q96T88; UHRF1 binding to methylated oligo, TR-FRET; inhibition, % at 4.4 µM; actives 0.75% (n = 370,000); AID 687016; in the data active = inhibition above about 21%;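 also: UHRF1 SRA domain binding a hemimethylated CpG hairpin DNA probe; 0% = median of test compound wells and 100% = reference inhibitor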
SIAE primary – human SIAE inhibition, primary screen. Q9HAT2. SIAE FP-Rh probe binding, fluorescence polarization. inhibition, % at 9.66 µM. actives 0.69% (n = 370,000);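 active = inhibition above a cutoff: mean of compounds within the control limits plus 3 SD of those, cut at about 17% in these data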;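 also: 0% = plate median of compound wells and 100% = probe without SIAE protein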
TDP2 inh – blocks human TDP2 phosphodiesterase activity. O95551. recombinant TDP2, T5PNP hydrolysis, p-nitrophenol absorbance 415 nm. inhibition, % at 12.8 µM. actives 0.34% (n = 370,000);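 active = inhibition above the mean of all tested compounds plus 3 SD, set per campaign, cut at about 25% in these data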;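 also: 0% = DMSO with enzyme and 100% = buffer with substrate but no TDP2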
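Incubation: 2 h at 37 °C; Test system: recombinant human TDP2; Quantity: enzyme 120 nM; Read-out basis: percent inhibition; Medium: 50 mM Tris-HCl pH 7.5 with Mg2+, KCl, DTT, BSA; Repeats: single replicate; Compound: 12.8 µM single point, 1% DMSO; Signal: epi absorbance; Reagent: 5 mM T5PNP chromogenic substrate; Benchmarks: no-enzyme high, DMSO-plus-enzyme low.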
LEDGF integ inh – blocks HIV-1 LEDGF/p75-dependent DNA integration; TR-FRET IN-LEDGF/p75 DNA integration, Eu/Cy5; inhibition, % at 3.7 µM; actives 0.64% (n = 370,000); AID 743269;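 active = inhibition above the screen-wide mean plus 3 SD, cut at about 13% in these data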;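 also: signal is the Cy5 over europium emission ratio at 671 and 618 nm; 0% = plate median of compound wells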
PRMT1 inh – PRMT1 (human) inhibition, primary screen | Q99873 | recombinant PRMT1, activity-based probe fluorescence polarization | inhibition, % at 2.79 µM | actives 1.3% (n = 370,000) | AID 652257;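 active = inhibition above about 21% made by adding two undisclosed values, limit read from the data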
The depositor's hits bear a star; / = no result given.

SMILES | PG9 Ab binder | mABHD4 FP | TCR-CD3 inh | DDE Tn7 FP inh | HTRA1 inhibitor | UHRF1 binding | SIAE primary | TDP2 inh | LEDGF integ inh | PRMT1 inh
Nc1cc(N)nc(SCC(=O)c2ccccc2)n1 | -1.8 | -4 | 1 | 0 | -3 | -1 | -3 | -3 | -1 | 1
CCOC(=O)C(=Cc1c[nH]c2ccc(S(=O)(=O)N(C)C)cc12)C(=O)OCC | -1.4 | -10 | -1 | 2 | -11 | 0 | -7 | 12 | -1 | 1
CCN(Cc1ccccc1)C(=O)COC(=O)Cn1cnc2ccccc21 | 0.3 | 1 | 0 | 5 | 3 | -1 | 5 | -2 | 1 | -2
O=C1CC(O)C(Cc2ccccc2)N1 (stereo not given) | 1.6 | -5 | 2 | 5 | / | 2 | -5 | 3 | -4 | 7
C/C(=N/NC(=O)Nc1ccccc1)c1ccc(C)cc1 | -3.1 | -1 | 11 | -8 | -8 | 0 | -6 | -14 | 0 | -1
NS(=O)(=O)c1ccc(OC(=O)CNC(=O)OCc2ccccc2)cc1 | 1.5 | 1 | -4 | 2 | 3 | 7 | -9 | -4 | -1 | 14
COC(=O)CC(NC(=O)C1CC1)c1ccc2c(c1)OCO2 (stereo not given) | -0.2 | -10 | 5 | 5 | 1 | 0 | -2 | -11 | -2 | -1
COc1ccc(C(=O)N/C(=C\c2ccco2)C(=O)NCc2ccco2)cc1 | -2.9 | 3 | 7 | 5 | 2 | -3 | 5 | 11 | 2 | 8
CN(C)/C=N/c1cc(=O)n(Cc2ccccc2)c(=O)n1C | -0.1 | -21 | 0 | 8 | -6 | 5 | -6 | -2 | 1 | 4
COc1ccccc1OCCNC(=O)CCC(=O)N1CCOCC1 | -1.4 | -2 | 2 | -5 | 3 | 2 | -4 | 17 | 1 | 0
CCNc1nc(NCC)nc(N(C#N)C(C)C)n1 | -0.4 | 2 | 8 | -8 | -3 | -1 | 4 | 4 | 4 | -5
COc1ccc(S(=O)(=O)CC(=O)Nc2ccccc2Cl)cc1 | -0.8 | -2 | -3 | 5 | 7 | 2 | -5 | 2 | 0 | 4

Compound profiles, from the list above. Order of values: PG9 Ab binder, mABHD4 FP, TCR-CD3 inh, DDE Tn7 FP inh, HTRA1 inhibitor, UHRF1 binding, SIAE primary, TDP2 inh, LEDGF integ inh, PRMT1 inh
Shown for CCN(Cc1ccccc1)C(=O)COC(=O)Cn1cnc2ccccc21 → 0.3, 1, 0, 5, 3, -1, 5, -2, 1, -2
Shown for O=C1CC(O)C(Cc2ccccc2)N1 (stereo not given) → 1.6, -5, 2, 5, /, 2, -5, 3, -4, 7

(list continues)
SMILES | PG9 Ab binder | mABHD4 FP | TCR-CD3 inh | DDE Tn7 FP inh | HTRA1 inhibitor | UHRF1 binding | SIAE primary | TDP2 inh | LEDGF integ inh | PRMT1 inh
CN1CCN(C(=O)C23CC4CC(C)(CC(C)(C4)C2)C3)CC1 | 0.1 | 0 | -6 | 1 | -2 | -2 | -2 | 0 | -3 | 3
CSc1nc(N)c2c(C)c(C)sc2n1 | 0.7 | -3 | 0 | -2 | -1 | -1 | -7 | 4 | 7 | -4
COC(=O)c1c(NC(=O)COC(=O)c2ccc(Cl)nc2)sc(C)c1C | -0.1 | 3 | -10 | 9 | 1 | 4 | 1 | 2 | -5 | 4
CCOC(=O)c1cnc(SCc2nc(N)nc(Nc3ccc(OC)cc3)n2)nc1N | 1.0 | 1 | -5 | 2 | -15 | -5 | -8 | -2 | -1 | 3
COc1ccc(CC(=O)OCC(=O)c2ccc(OC)cc2)cc1 | -0.1 | 9 | -1 | -2 | -5 | -1 | -3 | 7 | 1 | 2
CN(C(=O)c1cccc(NC(=O)Cc2ccc(NC(=O)C3CCCN(C(=O)CCc4ccccc4)C3)cc2)c1)C1CCC1 (stereo not given) | -1.0 | 3 | 3 | -4 | -10 | -3 | -7 | -3 | 1 | -1
COC(=O)[C@]12C[C@H](CC(=O)N3CCCCC3)C(=O)N(CCc3ccc(OC)c(OC)c3)C1=C[C@H](C(C)(C)C)O[C@@H]2C | / | 0 | / | 5 | / | -1 | 12 | -3 | 0 | 3
Cc1cc(C)cc(Oc2nn[nH]n2)c1 | 0.0 | 1 | 9 | 2 | 1 | -1 | 0 | 1 | 0 | -2
CC(O)c1nc2ccccc2n1CCOc1ccccc1 (stereo not given) | -2.0 | 0 | 0 | -1 | -5 | 1 | 3 | 1 | -2 | -2
Cc1ccccc1N1CCN(S(=O)(=O)c2nnc(NC(=O)c3ccc(F)cc3)s2)CC1 | 0.7 | -3 | 4 | 0 | 0 | -2 | 4 | 5 | 3 | -3
CCCS(=O)(=O)c1nc(S(=O)(=O)c2ccc(C)cc2)c(N2CC(C)OC(C)C2)s1 (stereo not given) | -1.0 | -1 | 6 | -1 | 2 | 1 | 2 | -5 | 0 | 0
O=c1[nH]c2c(cnn2-c2ccc(Cl)cc2)c(=O)n1-c1cccc(Cl)c1 | -0.2 | -3 | -2 | 1 | 11 | 0 | -9 | -9 | -4 | 5
Cc1ccc(SC(C)C(=O)Nc2ccncc2)cc1 (stereo not given) | 0.7 | 5 | 1 | 0 | -5 | 0 | 2 | 5 | -4 | -1
CCc1cccc(C)c1N1C(=O)CN(Cc2ccccc2)C1=S | -0.8 | -11 | 0 | -7 | 2 | -1 | -7 | 3 | 2 | -3
CCCCCn1c(NC(=O)c2ccco2)c(S(=O)(=O)c2ccc(C)cc2)c2nc3ccccc3nc21 | 3.2 | -6 | 2 | 0 | -34 | 14 | -10 | 69* | 17* | 15
O=C(Nc1cccc2ncccc12)c1ccc(Cl)cc1 | -2.5 | -7 | -1 | -6 | -1 | -2 | -5 | -12 | 6 | -1
CCN(CC)CCNC(=O)C1c2ccccc2Oc2ccccc21 | -1.1 | 6 | 6 | -3 | -2 | 1 | 7 | 6 | 10 | 2
CCOCCCN(C(=O)Cn1nnc2ccccc21)C(C(=O)NCc1ccco1)c1ccncc1 (stereo not given) | -0.8 | 10 | 6 | -3 | 5 | -1 | 0 | 4 | 0 | 4
CN1C2CCC1CC(NC(=O)c1ccc(Cl)cc1)C2 (stereo not given) | 1.6 | 4 | -10 | -2 | 11 | 1 | -5 | -3 | 3 | 5
COCCn1c(NC(=S)NC(=O)C2CC2)cc(=O)[nH]c1=O | -1.5 | 6 | 6 | -10 | 4 | 4 | 7 | 10 | 4 | 14
O=C(CCNc1ccc(Cc2ccncc2)cc1)c1ccc([N+](=O)[O-])cc1 | -2.8 | 14 | -2 | -2 | -3 | 0 | 6 | -10 | 2 | 36*
Fc1ccc2[nH]c3c(N4CCSCC4)ncnc3c2c1 | 3.0 | 3 | -6 | -3 | -4 | -3 | 8 | 2 | -1 | -2
COc1cccc(NC(=O)Cn2c(CCC(=O)O)ccc2-c2ccc(Cl)cc2)c1 | -0.5 | 0 | 8 | 3 | -6 | 2 | 1 | 4 | 0 | 0
COc1ccc(NC(=O)c2ccco2)cc1NC(=O)COc1ccccc1 | -1.9 | -9 | -1 | -8 | -14 | 0 | -4 | -5 | 2 | -4
C=CCC[C@@H](Cc1ccc(F)cc1)C(=O)OC[C@@H]1CCCN1C(=O)[C@@H](CC=C)CC(=O)N(CCO)Cc1ccccc1 | -0.2 | -8 | 0 | 2 | -37 | 10 | 0 | -10 | 0 | 0
O=S(=O)(NCC1CCCO1)c1ccc(S(=O)(=O)N(Cc2ccc(F)cc2)Cc2ccccn2)cc1 (stereo not given) | -1.1 | 2 | -2 | 4 | -6 | 1 | 0 | -7 | -1 | 3
Cc1cc(OCc2nn[nH]n2)c2c(-c3ccccc3)cc(=O)oc2c1 | -8.4 | 6 | 1 | 0 | 3 | 1 | 0 | 11 | 1 | -2
CCc1c(C)nc2ncnn2c1N1CCCC(C(=O)NCc2cccs2)C1 (stereo not given) | -1.2 | -4 | 3 | -12 | 6 | 1 | 1 | -3 | 4 | 0
Cc1ccccc1NC(=O)Cc1nnc(SCC(=O)c2ccc(Br)cc2)n1C | 0.4 | 2 | 3 | 4 | -3 | -1 | 6 | 17 | -2 | -5
Cn1c(=O)cc(C(=O)N/N=C/c2ccc(Cl)cc2)[nH]c1=O | -1.7 | -3 | -12 | -1 | / | 1 | 6 | -6 | -1 | -2
CC(=O)c1cccc(NC(=O)C2CCN(S(=O)(=O)c3ccc(C)cc3)CC2)c1 | -3.2 | 0 | 5 | -2 | -14 | 2 | -4 | 6 | -1 | 0
CN(c1ccccc1)c1ccc(/C=N/N2CCOCC2)cc1 | 0.9 | 0 | 3 | -2 | 5 | -4 | 8 | 12 | 0 | -3
NS(=O)(=O)c1ccc(CNC(=O)c2sccc2-c2ccccc2)cc1 | 0.6 | -6 | -1 | 4 | 1 | 3 | -1 | -2 | -3 | 3
OCCC1CN(Cc2cnn(-c3ccccc3Cl)c2)CCN1Cc1ccsc1 (stereo not given) | 1.0 | -4 | -5 | -3 | 4 | 0 | -3 | 0 | 2 | -4
O=C(CCc1nnc2ccc(NCc3ccccc3)nn12)NC1CCCCC1 | -2.0 | 8 | -1 | -1 | 1 | 1 | -2 | 3 | -4 | -2
Cc1ccccc1OCC(O)CN1C(=O)c2ccccc2C1=O (stereo not given) | -1.0 | -8 | 0 | -2 | -14 | 0 | -6 | -14 | 6 | -2
Cc1ccc(C(=O)NNC(=O)Cc2ccccc2)cc1 | 1.2 | -3 | 0 | -2 | 5 | 15 | 1 | -5 | -2 | 2
CC(CCc1ccccc1)NC(=O)CCNC(=O)Cn1ccc2ccccc2c1=O (stereo not given) | -1.0 | -5 | 0 | -3 | 1 | 5 | -1 | -4 | 5 | -2
Cn1c(Oc2ccc3c(c2)OCO3)nc2c1c(=O)n(Cc1ccccc1)c(=O)n2C | -0.5 | -8 | 4 | 4 | 6 | -1 | 14 | -2 | 1 | -2
O=C(CN1CCN(S(=O)(=O)c2ccccc2)CC1)N1CCc2ccccc21 | 0.0 | 3 | -4 | 8 | 5 | -1 | 1 | -1 | -3 | 1
COc1ccccc1N1CCN(C(=O)CCC(=O)N2CCN(c3ccccc3OC)CC2)CC1 | -0.3 | 0 | 8 | 3 | 1 | 2 | -2 | 5 | 2 | -4
O=C(COCc1cc(-c2ccc3c(c2)OCO3)on1)N1CCN(c2ccccc2)CC1 | 0.8 | -4 | 1 | -1 | 6 | 5 | 7 | -12 | -9 | 8
NC(=O)c1c(N)[nH]c(C(=O)c2ccccc2)c1-c1ccccc1Br | 0.6 | -34 | 5 | 5 | / | 1 | -8 | -6 | 1 | -5
CCN(CC)C(=O)C(=O)N/N=C/c1cccs1 | 1.3 | 9 | 4 | -5 | 5 | 2 | -3 | -8 | 0 | -1
